NPSR antagonist: qHTS Assay for Antagonists of the Neuropeptide S Receptor: cAMP Signal Transduction; 220,000 compounds, 1% hits; AID 1461, 2008; Q6W5P4; Potency, µM (top dose mostly 38.3 µM), for the others: top-dose activity change, negative = inhibition, most hits filed as inhibitors; CHO-NPSR cells, cAMP TR-FRET, antagonist mode; note: % is set by controls: 0 for no effect and ±100 for the full control effect; nearly all actives have a fitted effect of over 50% in size; many of its hits are not listed in these tables
Tau fluor counter: Counterscreen qHTS for Inhibitors of Tau Fibril Formation, Fluorescence Polarization. tau K18 P301L (four-repeat tau fragment) Alexa594 fluorescence, heparin fibrillization. Potency, µM (top dose mostly 57.7 µM), inactives show top-dose activity change, negative = decrease. 280,000 compounds, 0.93% hits; note: % is set by controls: 0 for no effect and ±100 for the full control effect; nearly all actives have a fitted effect of over 55% in size
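Human K18 P301L tau (15 uM unlabeled plus 0.24 uM Alexa 594-labeled, final) in 100 mM sodium acetate pH 7 was mixed with compound and 20 uM heparin and incubated 6 hr at 37 C.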
aGal spleen mod: qHTS Assay for Inhibitors and Activators of Human alpha-Galactosidase From Spleen Homogenate. Potency, µM (top dose mostly 80 µM), without a hit: at the top dose activity change, negative = inhibition, usual class: inhibitors. AID 2107, 2009. 240,000 compounds, 0.008% hits. human spleen homogenate, 4MU-alpha-Gal fluorescence, 40 min;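 note: 0% = enzyme with vehicle and -100% = no enzyme basal signal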
Target sequence (P06280 32-429 limits assumed): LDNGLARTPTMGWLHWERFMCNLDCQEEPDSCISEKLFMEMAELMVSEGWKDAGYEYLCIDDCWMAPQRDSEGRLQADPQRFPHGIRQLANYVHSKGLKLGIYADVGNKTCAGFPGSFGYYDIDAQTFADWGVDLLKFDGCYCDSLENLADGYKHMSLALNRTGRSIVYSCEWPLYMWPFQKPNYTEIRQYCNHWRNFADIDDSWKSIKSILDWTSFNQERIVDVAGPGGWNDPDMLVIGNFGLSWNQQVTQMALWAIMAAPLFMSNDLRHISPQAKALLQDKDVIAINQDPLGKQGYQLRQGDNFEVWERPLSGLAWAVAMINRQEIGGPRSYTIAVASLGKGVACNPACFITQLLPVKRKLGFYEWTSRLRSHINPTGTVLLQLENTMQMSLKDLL
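Human spleen homogenate (1 ug) was the enzyme source, with 4-methylumbelliferyl-alpha-D-galactopyranoside (1 mM final) in pH 5.0 citrate buffer with 0.01% Tween-20. Compounds were titrated; after 40 min at 37C, NaOH/glycine stop, 4-MU fluorescence read; AC50 from Hill fits.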
Epigenetic reg: Quantitative High-Throughput Screen for Regulators of Epigenetic Control. murine LDR cells, GFP reporter derepression, 30 h. Potency, µM (highest dose often 53.9 µM), for inactives: at the highest dose GFP activation, most hits filed as activators. 280,000 compounds, 0.2% hits. AID 1865, 2009; note: % of control where 0% means no effect; nearly all actives have a fitted effect of over 60% in size
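GFP-positive cell count by laser-scanning cytometry (objects 20–120 um) after 30 h, 37 C compound exposure of murine LDR cells; reporter is CMV-GFP integrated at a silenced locus, inducible by HDAC or DNMT inhibitors.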
ALDH1A1 inh: qHTS Assay for Inhibitors of Aldehyde Dehydrogenase 1 (ALDH1A1) | Purified ALDH1A1, NADH fluorescence, propionaldehyde substrate | Potency, µM (top dose mostly 75.3 µM), for inactives: at the top dose activity, negative = inhibition, hits mostly inhibitors | 220,000 compounds, 7.3% hits | AID 1030, 2008; active = well fitted inhibition curve with a large enough effect, not every such curve was filed as active; inconclusive = small, poorly fitted or top-dose-only effect, or another doubt; inactive = no such curve, though single readings can be large or run the other way;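 note: plate controls were no enzyme wells and a reference inhibitor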
Target sequence (P00352 whole entry, looked up): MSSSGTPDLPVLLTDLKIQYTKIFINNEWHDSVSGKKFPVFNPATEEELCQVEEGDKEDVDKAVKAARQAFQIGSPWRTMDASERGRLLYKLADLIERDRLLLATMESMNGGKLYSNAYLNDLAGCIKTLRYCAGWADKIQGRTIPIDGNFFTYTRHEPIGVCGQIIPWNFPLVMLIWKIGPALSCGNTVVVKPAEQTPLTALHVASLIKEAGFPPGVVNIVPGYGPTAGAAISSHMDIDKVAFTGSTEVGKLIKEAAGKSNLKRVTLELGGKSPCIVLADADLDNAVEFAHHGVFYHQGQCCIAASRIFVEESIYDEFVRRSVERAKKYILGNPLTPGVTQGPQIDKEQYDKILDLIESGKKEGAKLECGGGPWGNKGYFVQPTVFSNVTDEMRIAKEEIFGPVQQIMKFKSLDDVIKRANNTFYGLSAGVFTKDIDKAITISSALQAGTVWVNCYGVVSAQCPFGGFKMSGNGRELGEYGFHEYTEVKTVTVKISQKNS
GAA glycogen mod: qHTS Assay for Inhibitors and Activators of Human alpha-Glucosidase Cleavage of Glycogen; recombinant GAA, glycogen substrate, Amplex Red glucose oxidase fluorescence; Potency, µM (series often up to 76.4 µM), without a hit: at the highest dose activity change, negative = inhibition, hits mostly inhibitors; 300,000 compounds, 0.38% hits;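 note: 0% = full enzyme reaction and -100% = no-enzyme basal signal; the screen sought inhibitors and activators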
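qHTS, 1536-well; enzyme 4 nM final; cpd up to 77 uM; substrate bovine liver glycogen 30 ug; 50 mM citrate/phosphate pH 5.0, 0.01% Tween-20; 37 C, 40 min; Amplex Red detection 45 min RT; Hill fit → AC50.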
aGlu spleen mod: qHTS Assay for Inhibitors and Activators of Human alpha-Glucosidase From Spleen Homogenate | Lysosomal alpha-glucosidase (Homo sapiens), P10253 | human spleen homogenate, 4-MU-alpha-glucoside fluorescence | Potency, µM (highest dose often 79.9 µM), without a hit: at the top dose activity change, negative = inhibition, hits mostly inhibitors | 240,000 compounds, 0.006% hits | AID 2112, 2009;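 note: 0% = enzyme with vehicle and -100% = no enzyme basal signal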
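Compounds were titrated against alpha-glucosidase in spleen homogenate at pH 5.0, with 1 mM 4-methylumbelliferyl substrate for 40 min at 37 C. Reactions were quenched with pH 10 NaOH/glycine and fluorescence measured.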
GAA inhib: qHTS Assay for Inhibitors of Human alpha-Glucosidase as a Potential Chaperone Treatment of Pompe Disease. purified human GAA, 4-MU-alpha-glucoside fluorescence. Potency, µM (series often up to 76.9 µM), for the others: at the highest dose activity change, negative = inhibition, actives largely listed as inhibitors. 200,000 compounds, 0.005% hits;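 note: plate controls were uninhibited enzyme wells for no effect and no-enzyme background for full effect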
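Fluorescence at Ex 365/Em 440 nm from 4-methylumbelliferone reported enzyme activity after 20 min at room temperature. Reactions used 4 nM enzyme and 400 uM substrate at pH 5.0; curves fitted with the Hill equation.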
* = called active by the depositor; ? = inconclusive; . = not tested or not shown; [ ] = dose if it differs, or a comment. Unless noted, calls come from the whole dose curve; as a rule, active = well fitted curve in the direction sought with a large enough effect; inconclusive = small, poorly fitted or top-dose-only effect, or another doubt; inactive = no such curve, though single readings can be large; an effect the other way counts as inactive or inconclusive. Potency is the fitted concentration of half-maximal effect. This is a subset; count on the stated rates, not on these rows.

SMILES	NPSR antagonist	Tau fluor counter	aGal spleen mod	Epigenetic reg	ALDH1A1 inh	GAA glycogen mod	aGlu spleen mod	GAA inhib
S=C(Nc1ccc2[nH]ccc2c1)NC1CCCCC1	-3%	?	1%	4.6%	2%	-23%	-5%	1%
COc1cc(/C=N/N(C)c2ccccc2)ccc1O	-7%[46.1 µM]	?	-4%	7.2%	1%	-16%	-8%	0%
CCOc1ccc(OCC)c(S(=O)(=O)NNC(=O)c2c(C)nc3ccccn23)c1	9%	3%	0%	-0.9%	?	8%	-8%	-3%
CC(C)NC(=O)N(Cc1ccc(Cl)cc1)Cc1cccs1	42%	-12%	-1%	0.5%	-6%	-1%	-2%	0%
Cc1csc(B(O)O)c1	.	-2%	-6%	3.2%	-1%	.	0%	.
CC(=O)Nc1ccc(S(=O)(=O)N2CCN(Cc3ccncc3)CC2)cc1	-14%[46.1 µM]	-2%	-3%	0.0%	-10%	-3%	-3%	-1%
CC1CCCCN1Cc1cnc(Cl)s1 (configuration not stated)	-4%[46.1 µM]	-10%	5%	-1.8%	9%	2%	3%	-3%
Fc1ccccc1N1CCN(c2ncnc3nc[nH]c23)CC1	6%	-2%	8%	0.0%	.	-12%	0%	.
Cc1oc2c(c1C(=O)c1ccccc1)C(=O)C(=O)c1ccccc1-2	?	-22%	-6%	0.0%	-8%	5%	4%	1%
COc1cccc(/C=N/NC(=O)c2ccc(=O)n(C)c2)c1OC	23%	1%	-3%	9.4%	?	3%	-10%	3%
O=C(C1CC(=O)N(C2CCCC2)C1)N1CCN(c2ccccc2F)CC1 (configuration not stated)	2%[46.1 µM]	-7%	-3%	-1.4%	3%	6%	-1%	0%
COc1ccc(Cl)cc1NC(=O)C1COc2ccccc2O1 (configuration not stated)	-55%	-29%	18%	0.5%	-1%	-3%	1%	1%
C[C@H](NC(=O)c1nc[nH]c1C(=O)NC(c1ccccc1)c1ccccc1)C(=O)OC(C)(C)C	?	?	-12%	?	2µM*	-15%	-13%	.
C[C@]12C=CC(=O)C=C1CCC1C2C(O)C[C@]2(C)C1CC[C@]2(O)C(=O)CO (some centres not stated)	.	-3%	-1%	-1.3%	1%	.	-13%	.
COc1cc(C(=O)Nc2ccc(O)cc2C(=O)O)ccc1OC(C)=O	-5%[46.1 µM]	-10%	-5%	-2.1%	0%	-8%	-7%	2%
O=C(Nc1cc(C(F)(F)F)ccc1-n1cncn1)c1ccc(-c2ccccc2)cc1	-7%[46.1 µM]	?	2%	5.2%	?	-8%	4%	-6%
CC(NC(=O)/C=C/c1ccccc1)c1ccccc1 (configuration not stated)	16%	-8%	7%	-4.3%	-4%	-9%	-7%	10%
CCOc1cc(C(=S)N2CCOCC2)ccc1OC(=O)/C=C/c1ccc(OC)c(OC)c1	8%	-4%	7%	0.9%	-12%	-5%	-1%	-3%
CCOC(=O)C1CCN(C(=O)c2cnn3c(C)cc(C)nc23)CC1	4%[46.1 µM]	5%	3%	-2.3%	?	2%	8%	-3%
COc1cc(C2CC(=O)n3c(nc4ccccc43)S2)cc(OC)c1OC (configuration not stated)	1%	-2%	-5%	-1.0%	?	-22%	2%	?
CCOC(=O)C(C)CC(C)C(=O)N1CCOCCOCCN(C(=O)C(C)CC(C)C(=O)OCC)CCOCC1 (configuration not stated)	-7%[46.1 µM]	0%	0%	-1.1%	-5%	9%	-7%	?
Cc1ccc2[nH]c(=O)c3cc(C(=O)NCCN4CCN(C)CC4)sc3c2c1	21%	-7%	14%	-1.0%	?	11%	-3%	?
CCn1c(CNC(=O)COc2ccc(C(C)C)cc2)nnc1SCC(=O)Nc1ccccc1F	-18%[46.1 µM]	-4%	4%	0.7%	-8%	-13%	-3%	-15%
C=C(C)CSC1=C(C#N)C(c2ccsc2)CC(=O)N1 (configuration not stated)	-5%[46.1 µM]	2%	-21%	1.0%	16µM*	4%	-8%	0%
CCCCN(CC)CCCNC(=S)Nc1ccc2nc(N3CCN(C)CC3)cc(C)c2c1	-1%	-17%	9%	2.1%	-3%	-5%	-1%	3%

2 compounds from above, limited to ALDH1A1 inh.
molecule | ALDH1A1 inh
C=C(C)CSC1=C(C#N)C(c2ccsc2)CC(=O)N1 (configuration not stated) | 16µM*
CCCCN(CC)CCCNC(=S)Nc1ccc2nc(N3CCN(C)CC3)cc(C)c2c1 | -3%

Printed as active in ALDH1A1 inh, among the entries above:
Molecule,NPSR antagonist,aGal spleen mod,Epigenetic reg,ALDH1A1 inh,GAA glycogen mod,aGlu spleen mod,GAA inhib
C[C@H](NC(=O)c1nc[nH]c1C(=O)NC(c1ccccc1)c1ccccc1)C(=O)OC(C)(C)C,?,-12%,?,2µM*,-15%,-13%,.
C=C(C)CSC1=C(C#N)C(c2ccsc2)CC(=O)N1 (configuration not stated),-5%[46.1 µM],-21%,1.0%,16µM*,4%,-8%,0%

Going on with the list:
SMILES	NPSR antagonist	Tau fluor counter	aGal spleen mod	Epigenetic reg	ALDH1A1 inh	GAA glycogen mod	aGlu spleen mod	GAA inhib
CCCN(c1ccc(C)cc1)c1nc(=O)c2cccnc2s1	38%	-14%	-14%	0.1%	.	3%	-5%	.
O=C(N/N=C/c1sc(N2CCCCC2)nc1-c1cccs1)C1CC1	-44%	?	-5%	-2.3%	22µM*	0%	-8%	-9%
NC(=O)CSc1cn(CCNC(=O)c2cccs2)c2ccccc12	7%	-9%	8%	1.1%	.	10%	7%	.
Cn1cccc1Cc1nnc(SCC(=O)NCC2CCCO2)n1C (configuration not stated)	17%	-19%	-3%	1.1%	6%	11%	-6%	0%
Cc1cc(C)nc(NS(=O)(=O)c2ccc(NC(=O)COc3ccccc3)cc2)n1	-8%[46.1 µM]	0%	0%	-1.1%	6%	5%	-6%	-4%
CC(C)CNC(=O)COc1ccccc1[N+](=O)[O-]	14%[46.1 µM]	-11%	-3%	0.0%	1%	11%	-14%	2%
CCOC(=O)C1Oc2ccccc2C(c2ccccc2)=C1C(C)=O (configuration not stated)	.	-7%[81.3 µM]	8%[119 µM]	2.8%	?	.	-4%[119 µM]	.
CCc1ccc(Nc2nnc(SCC(=O)NCCN3C(=O)CSC3=O)s2)cc1	0%	-10%	-5%	-1.2%	-2%	3%	-4%	-9%
CCOc1ccc(OCC)c(NC(=O)CN(C)S(=O)(=O)c2cnc[nH]2)c1	-15%[46.1 µM]	-5%	-11%	-2.3%	11%	7%	0%	-9%
CSc1ccccc1NC(=O)c1ccccc1	5%	7%	4%	-5.7%	-4%	6%	5%	-2%
O=C(NC1CC2CCCC(C1)N2C(=O)NC1CCCCC1)c1ccccc1 (configuration not stated)	?	-8%	-19%	0.0%	12%	4%	-7%	-1%
OCCN1CCN(c2nc3ccccc3nc2-c2ccccc2)CC1	7%	-7%	1%	-0.1%	?	-11%	-5%	-1%
CCOC(=O)C1=C(O)CSC1=Nc1cccc2ccccc12	-7%	4%	3%	3.0%	0%	4%	0%	4%
Cc1cc(N/N=C/c2ccc(Cl)cc2Cl)nc(NCc2ccccc2)n1	?	-29%	-6%	?	-6%	5%	-8%	?
O=S(=O)(Nc1cccc2ccccc12)c1cccc2nonc12	8%	-28%	2%	2.2%	?	4%	5%	?
COc1ccc(CCNC[C@@H](O)c2ccc(O)cc2)cc1OC	?	-3%	-17%	-1.2%	?	.	1%	.
COc1cc(OC)c(OC)cc1CN(C)C(c1ccccc1)c1nnnn1-c1ccccc1C (configuration not stated)	?	-20%	-14%	-0.9%	?	-9%	-9%	1%
O=C(NNC(=O)c1cccnc1)NC12CC3CC(CC(C3)C1)C2	0%	5%	-1%	8.7%	4%	-16%	11%	-2%
O=C(CSc1nc2scc(-c3ccccc3)c2c(=O)[nH]1)NC1CCCCC1	-12%	-3%	-2%	0.0%	2%	18%	-9%	0%
O=C(NCc1ccco1)c1cc2n(n1)C(C(F)(F)F)CC(c1ccc(Cl)c(Cl)c1)N2 (configuration not stated)	-26%[46.1 µM]	-15%	6%	0.8%	-6%	4%	4%	-20%
COc1ccc(CC(=O)Nc2ccc(C(N)=O)cc2)cc1	26%	-13%	7%	-0.1%	.	9%	0%	.
S=C(Nc1ccc(Br)cc1Cl)Nn1cnnc1	4%	2%	3%	-0.3%	7.9µM*	7%	4%	5%
Cc1ccc(N2CC(C(=O)Nc3ccc(C)c(S(=O)(=O)N(C)C)c3)CC2=O)cc1 (configuration not stated)	-6%	1%	2%	-0.2%	3%	8%	5%	1%

For convenience, six of the compounds above.
SMILES	NPSR antagonist	Tau fluor counter	aGal spleen mod	Epigenetic reg	ALDH1A1 inh	GAA glycogen mod	aGlu spleen mod	GAA inhib
CCCN(c1ccc(C)cc1)c1nc(=O)c2cccnc2s1	38%	-14%	-14%	0.1%	.	3%	-5%	.
O=C(N/N=C/c1sc(N2CCCCC2)nc1-c1cccs1)C1CC1	-44%	?	-5%	-2.3%	22µM*	0%	-8%	-9%
NC(=O)CSc1cn(CCNC(=O)c2cccs2)c2ccccc12	7%	-9%	8%	1.1%	.	10%	7%	.
Cn1cccc1Cc1nnc(SCC(=O)NCC2CCCO2)n1C (configuration not stated)	17%	-19%	-3%	1.1%	6%	11%	-6%	0%
Cc1cc(C)nc(NS(=O)(=O)c2ccc(NC(=O)COc3ccccc3)cc2)n1	-8%[46.1 µM]	0%	0%	-1.1%	6%	5%	-6%	-4%
CC(C)CNC(=O)COc1ccccc1[N+](=O)[O-]	14%[46.1 µM]	-11%	-3%	0.0%	1%	11%	-14%	2%

Compound activity from PubChem BioAssay.
